TRPC4 act: activators of mouse TRPC4 channel | actives 0.49% (n = 310,000) | B-score at 10 µM | Q9QUQ5 | AID 2237 | HEK293 TRPC4beta/mu-opioid, Fluo4 calcium fluorescence; stronger effect = higher value;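 active = B-score above 5 SD of library B-scores, and initial fluorescence ratio not above library mean plus 5 SD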;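 also: positive B-score marks a calcium rise read as TRPC4 activation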
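Material: HEK293 stable line with TRPC4beta plus mu-opioid receptor; technique: Fluo4 calcium-sensitive dye fluorescence, kinetic, 1 Hz baseline; timing: Fluo4 dye loading 45 min at room temperature, 110 s recording; controls: assay buffer as low control, maximal DAMGO as high control; read-out: integrated baseline-normalised fluorescence ratio, converted to per-well B score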
MrgX1 PAM: human MrgX1 positive allosteric modulation, primary screen. Q96LB2. MrgX1-HEK293, Fluo-4 calcium flux, FDSS; stronger effect = higher value. B-score at 10 µM. actives 0.63% (n = 310,000);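 active = plate-corrected calcium response at least 3 library SD above typical, normal starting fluorescence, not activating the receptor alone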;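 also: compound read alongside a low EC10 to EC30 dose of BAM8-22 agonist; peak minus trough fluorescence over baseline measured at the second addition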
TRPC4 PAM: TRPC4 (mouse) allosteric potentiation | Q9QUQ5 | actives 0.42% (n = 310,000) | HEK293 TRPC4beta/mu-opioid, DAMGO EC20, Fluo-4 Ca2+ flux; stronger effect = higher value | B-score at 10 µM;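 active = B-score of calcium response area above 5 SD of library B-scores, with initial fluorescence ratio within 5 SD of library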;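 also: B-score of integrated fluorescence ratio over time as area under calcium response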
TRPC6 inh: inhibitors of mouse TRPC6 channel; HEK293-TRPC6, membrane potential dye, ACh-evoked depolarization; stronger effect = lower value; B-score at 10 µM; actives 1.1% (n = 310,000);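 active = B-score under library mean minus 3 SD, initial fluorescence not abnormally high, positive integrated signal ratio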;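 also: B-score derived from integrated fluorescence ratio over the kinetic read; more negative B-score means stronger inhibition of depolarization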
MrgX1 antagonist: blocks BAM8-22 activation of human MrgX1 receptor. MRGX1-HEK293 calcium flux, Fluo-4, BAM8-22 antagonism; stronger effect = lower value. Q96LB2. actives 1.3% (n = 310,000). B-score at 10 µM;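 active = calcium-response B-score plate-corrected more than 3 library SD below zero, starting fluorescence within 5 deviations, no agonist response on first addition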;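 also: peak minus trough fluorescence over baseline after final BAM8-22 challenge near maximal dose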
ANO1 activ: mouse TMEM16A channel activation, primary screen; HEK293 TMEM16A/YFP-H148Q/I152L, iodide quench fluorescence; stronger effect = lower value; B-score at 10 µM; actives 0.3% (n = 340,000); AID 623877;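 active = fluorescence-ratio B-score plate-corrected deviation score at least 3 library SD below zero, with starting fluorescence score within 5 deviations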;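 also: channel opened by trigger with iodide after compound preincubation; score built on the fluorescence ratio of max minus min over baseline; more negative score means more quench and so TMEM16A activation or potentiation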
Target sequence (Q8BHY3 whole entry, looked up): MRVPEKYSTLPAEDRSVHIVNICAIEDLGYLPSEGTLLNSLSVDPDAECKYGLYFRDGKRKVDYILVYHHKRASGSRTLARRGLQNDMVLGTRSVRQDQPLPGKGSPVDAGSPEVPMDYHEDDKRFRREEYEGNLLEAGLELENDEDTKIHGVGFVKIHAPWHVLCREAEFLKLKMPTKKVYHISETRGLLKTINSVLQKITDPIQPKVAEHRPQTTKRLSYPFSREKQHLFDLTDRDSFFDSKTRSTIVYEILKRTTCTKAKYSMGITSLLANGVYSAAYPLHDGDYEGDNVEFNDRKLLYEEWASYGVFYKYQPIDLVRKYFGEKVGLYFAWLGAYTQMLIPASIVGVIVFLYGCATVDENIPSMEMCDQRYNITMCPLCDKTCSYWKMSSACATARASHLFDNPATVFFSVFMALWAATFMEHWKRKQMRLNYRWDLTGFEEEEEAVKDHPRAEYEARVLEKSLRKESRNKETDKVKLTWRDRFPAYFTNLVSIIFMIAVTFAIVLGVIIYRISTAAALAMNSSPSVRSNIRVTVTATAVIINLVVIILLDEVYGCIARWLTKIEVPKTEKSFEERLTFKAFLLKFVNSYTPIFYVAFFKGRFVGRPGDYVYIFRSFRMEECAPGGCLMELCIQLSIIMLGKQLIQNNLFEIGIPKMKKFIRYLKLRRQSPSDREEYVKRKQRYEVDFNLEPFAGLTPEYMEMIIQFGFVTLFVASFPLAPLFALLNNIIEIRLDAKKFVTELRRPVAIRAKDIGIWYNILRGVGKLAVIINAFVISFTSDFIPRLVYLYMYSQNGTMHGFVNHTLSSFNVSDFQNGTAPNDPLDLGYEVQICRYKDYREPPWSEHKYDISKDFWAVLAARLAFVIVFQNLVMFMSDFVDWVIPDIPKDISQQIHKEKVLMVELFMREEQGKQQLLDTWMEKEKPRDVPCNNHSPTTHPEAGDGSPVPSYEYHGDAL
TRPC6 act: activates the mouse TRPC6 cation channel. Q61143. HEK293-TRPC6 membrane potential dye fluorescence; stronger effect = higher value. B-score at 10 µM. actives 0.13% (n = 310,000). AID 2550;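 active = B-score of the integrated fluorescence ratio above library mean plus 3 SD, and starting fluorescence ratio within library mean plus 5 SD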;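 also: higher score means more depolarization so channel activation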
TRPC4 block: inhibitors of mouse TRPC4 channel; B-score at 10 µM; actives 0.39% (n = 300,000); AID 2247; HEK293 TRPC4beta/mu-opioid, DAMGO-evoked Fluo4 calcium flux; stronger effect = lower value; Q9QUQ5;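 active = B-score over 3 SD under the library average, no early fluorescence shift, positive overall ratio signal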
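Assay system – HEK293 line stably carrying TRPC4beta and mu-opioid receptor · Doses – single dose · Detection – Fluo4 calcium-dye fluorescence, kinetic read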
RGS4 inh: human RGS4 inhibition | HEK293 M3R/RGS4 inducible, Fluo-4 calcium flux; stronger effect = higher value; triggered by carbachol at its EC20 | P49798 | B-score at 10 µM | actives 0.45% (n = 310,000);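 active = B-score, a plate-corrected calcium signal, over three deviations above library mean, with baseline fluorescence within five deviations of library mean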;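 also: RGS4 expression induced by doxycycline in cells with stable M3 receptor; B-score is computed from the integrated fluorescence ratio over baseline after carbachol; higher B-score means a larger calcium signal and so more RGS4 inhibition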
MrgX1 agonist: activates human MrgX1 receptor signaling; B-score at 10 µM; MrgX1-HEK293 cells, Fluo-4 calcium fluorescence, agonist mode; stronger effect = higher value; actives 0.44% (n = 310,000); Q96LB2;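 active = calcium response B-score plate-corrected fluorescence ratio at least 3 library SD, with starting fluorescence B-score inside 5 SD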
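Test system: Stable human MrgX1 HEK293 cell line | Schedule: Overnight plating before 1 h dye loading | Read-out basis: Baseline-normalised fluorescence change ratio, B-scored | Detection: Kinetic calcium dye fluorescence, Fluo-4 NW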
ANO1 block: inhibitors of mouse TMEM16A calcium-activated chloride channel. Q8BHY3. HEK293 TMEM16A/YFP iodide influx fluorescence, ionomycin. normalized B-score (activity score, 25-100; higher = stronger inhibition) at 10 µM. actives 1.2% (n = 310,000). AID 588511;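 active = ratio plate-corrected score three or more library SD toward inhibition, starting fluorescence score within five deviations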;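 also: score derived from kinetic fluorescence span divided by baseline fluorescence per well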
The depositor's hits bear a star; i = inactive; / = no result given. This is a random part of the collection; overall some 5.8% were active at least once.

SMILES | TRPC4 act | MrgX1 PAM | TRPC4 PAM | TRPC6 inh | MrgX1 antagonist | ANO1 activ | TRPC6 act | TRPC4 block | RGS4 inh | MrgX1 agonist | ANO1 block
Cc1ccc(OCC(=O)Nc2ccc(F)cc2)cc1 | i | i | i | i | i | i | i | i | i | i | i
COc1ccc(NC(=O)C(CC(C)C)NS(=O)(=O)c2ccc3c(c2)CCN3C(C)=O)cc1OC (configuration not stated) | i | i | i | i | i | i | i | i | i | i | i
O=C(Cn1cccc1C(=O)c1ccccc1)NCc1ccc(Cl)cc1 | i | i | i | i | i | i | i | i | i | i | i
O=C(NC1CCCC1)C(c1ccncc1)N(C(=O)c1csnn1)c1ccccc1F (configuration not stated) | i | i | i | i | i | i | i | i | i | i | i
Cc1cc(C)nc(NC(=S)NC(=O)c2ccccc2F)n1 | i | i | i | i | i | i | i | i | i | i | i
COc1ccc(NC(=O)C(=O)NNC(=O)COc2ccc(OC)cc2)cc1 | i | i | i | i | i | i | i | i | i | i | i
CC1CCCCC1NC(=O)C1CCC(CNS(=O)(=O)c2cccc3cccnc23)CC1 (configuration not stated) | i | i | i | i | i | i | i | i | i | i | i
COc1ccc(-c2nnc(NC(=O)C3=COCCO3)o2)cc1 | i | i | i | i | i | i | i | i | i | i | i
COC(=O)Cc1cc(=O)n2[nH]c(SC)nc2n1 | i | i | i | i | i | i | i | i | i | i | i
O=C(c1ccc(OC2CCN(Cc3ccc(F)cc3)CC2)cc1)N1CCCC1 | i | i | i | i | i | i | i | i | i | i | i
Cc1nc2ccccc2c(C)c1C(=O)c1ccccc1 | i | i | i | i | i | i | i | i | i | i | i
CCOc1ccccc1CN1CCN(Cc2nc3ccccc3s2)CC1CCO (configuration not stated) | i | i | i | i | i | i | i | i | i | i | i
Cc1ccc(C)c(N=Cc2cc3c(cc2[N+](=O)[O-])OCO3)c1 | i | i | i | i | i | i | i | i | i | i | i
CC(C)(C)c1ccc(C(=O)N2CCC(C(=O)c3ccccc3)CC2)cc1 | i | i | i | i | i | i | i | i | i | i | i
CCOC(=O)Cn1nnnc1CN(Cc1cccs1)Cc1cc2cc(C)cc(C)c2[nH]c1=O | i | i | i | i | i | i | i | i | i | i | i
CCOc1ccc(C(=O)OCC(=O)N2CCOCC2)cc1OCC | i | i | i | i | i | i | i | i | i | i | i
C#CCNc1ccc(C(=O)OCC)cc1 | i | i | i | i | i | i | i | i | i | i | i
CCOc1ccc(C(=O)N2CCN(c3ccccn3)CC2)cc1 | i | i | i | i | i | i | i | i | i | i | i
CCN(C(C)=O)c1nc(CSc2nnc(NC(C)C)s2)cs1 | i | i | i | i | i | i | i | i | i | i | i
O=C(c1ccco1)N1CCN(C(=O)c2cc3sccc3n2Cc2ccccc2)CC1 | i | i | i | i | i | i | i | i | i | i | i
CCOC(=O)c1ccc(NC(=O)c2ccc[n+]([O-])c2)cc1 | i | i | i | i | i | i | i | i | i | i | i
CCOC(=O)C1CCN(Cc2ccc(C(=O)OC)cc2)CC1 | i | i | i | i | i | i | i | i | i | i | i
Brc1c(C[n+]2ccccc2)nc2ccccn12 | i | i | i | i | i | i | i | i | i | i | i
COc1ccc(S(=O)(=O)NCc2cccnc2)cc1C(=O)Nc1ccccc1 | i | i | i | i | i | i | i | i | i | i | i
C=CCc1cc(Cl)ccc1OCCOCCN(C)C | i | i | i | i | i | i | i | i | i | i | i
More structures:
SMILES | TRPC4 act | MrgX1 PAM | TRPC4 PAM | TRPC6 inh | MrgX1 antagonist | ANO1 activ | TRPC6 act | TRPC4 block | RGS4 inh | MrgX1 agonist | ANO1 block
COc1cccc(N(CC(=O)Nc2cccc(C(C)=O)c2)S(C)(=O)=O)c1 | i | i | i | i | i | i | i | i | i | i | i
CC(C)Cn1c(=O)c(CCC(=O)Nc2ccc(N3CCOCC3)cc2)nc2cc(Cl)ccc21 | i | i | i | i | i | i | i | i | i | i | i
Clc1ccc(C2C3=C(Nc4ncnn42)c2ccccc2CC3)cc1 (configuration not stated) | i | i | i | i | i | / | i | i | i | i | i
Cc1ccc(-n2c(O)c(/C=N/NC(=O)C3COc4ccccc4O3)c3ccccc3c2=O)cc1 (configuration not stated) | i | i | i | i | i | i | i | i | i | i | i
CC(=O)Nc1ccc(NC(=O)C2CCCN2/C=C/C(=O)C(F)(F)F)cc1 (configuration not stated) | i | i | i | i | i | i | i | i | i | i | i
C=CCN1C(=O)c2ccc(C(=O)OCC(=O)N(C)C3CCCCC3)cc2C1=O | i | i | i | i | i | i | i | i | i | i | i
CCOC(=O)C1CCCN(S(=O)(=O)c2cc(Br)cc3c2N(C(C)=O)CC3)C1 (configuration not stated) | i | i | i | i | i | i | i | i | i | i | i
CC(=O)NC(Cc1cc(C)ccc1C)C(=O)N1CCN(C(=O)Nc2ccc(C(C)=O)cc2)CC1 (configuration not stated) | i | i | i | i | i | i | i | i | i | i | i
CCCS(=O)(=O)c1cscc1NC(=O)c1c(-c2c(F)cccc2Cl)noc1C | i | i | i | i | i | i | i | i | i | i | i
CCC(C)(C)n1nnnc1C(c1ccc(C)cc1)N1CCSCC1 (configuration not stated) | i | i | i | i | i | i | i | i | i | i | i
O=C(N/N=C/c1c[nH]c2ccccc12)c1ccncc1 | i | i | i | i | i | i | i | i | i | i | i
CCc1nn(CC(=O)NCCCN2CCN(C)CC2)c(=O)c2cc3occc3n12 | i | i | i | i | i | i | i | i | i | i | i
COc1cccc(/C=N/NC(=O)c2c(C)nc3ccc(Cl)cn23)c1OC | i | i | i | i | i | i | i | i | i | i | i
C=CCN(C(=O)c1csnn1)C(C(=O)NC(C)(C)C)c1ccncc1 (configuration not stated) | i | i | i | i | i | i | i | i | i | i | i
O=C(/C=C/c1c(Cl)nc2ccccn12)N1CCN(c2ccc(F)cc2)CC1 | i | i | i | i | i | i | i | i | i | i | i
C/C(=N/NC(=O)c1ccc2c(c1)OCO2)c1ccc(NC(=O)c2ccc(F)cc2)cc1 | i | i | i | i | i | i | i | i | i | i | i
COC(=O)C(c1ccccc1)N(Cc1cccc(CN(C(C(=O)OC)c2ccccc2)S(C)(=O)=O)c1)S(C)(=O)=O (configuration not stated) | i | i | i | i | i | i | i | i | i | i | i
COc1ccc(CCN2C(=O)C(O)=C(C(C)=O)C2c2ccccc2OC)cc1OC (configuration not stated) | i | i | i | i | i | i | i | i | i | i | i
O=C(c1cc2cc(Br)cc(Br)c2oc1=O)N1CCCC1 | i | i | 17* | i | i | i | i | i | i | i | i
Cc1c(C(=O)NCCC2=CCCCC2)oc2ccc(S(=O)(=O)N3CCOCC3)cc12 | / | i | / | / | i | i | / | / | / | i | i
CCOC(=O)c1c(C)[nH]c(C(=O)CSc2ccccc2)c1C | i | i | i | i | i | i | i | i | i | i | i
O=C1N/C(=C\c2nc3ccccc3s2)c2ccccc21 | i | i | i | i | i | / | i | i | i | i | i
O=C(CNS(=O)(=O)c1c(F)cc(F)cc1Br)OCC(=O)N1CCCC1=O | i | i | i | i | i | i | i | i | i | i | i
COc1ccc(/C=C/C(=O)O)cc1S(=O)(=O)N1CCC(C)CC1 | i | i | i | i | i | i | i | i | i | i | i
COc1ccc(-c2nc(-c3ccccc3)c(-c3cccs3)[nH]2)cc1OC | i | i | i | i | i | i | i | i | i | i | i
(cont.)
SMILES | TRPC4 act | MrgX1 PAM | TRPC4 PAM | TRPC6 inh | MrgX1 antagonist | ANO1 activ | TRPC6 act | TRPC4 block | RGS4 inh | MrgX1 agonist | ANO1 block
Cc1ccsc1C(=O)Nc1nnc(-c2ccco2)o1 | i | i | i | i | i | i | i | i | i | i | i
O=C1C(c2ccnc3ccccc23)=C(O)c2ccccc21 | i | i | i | i | i | i | i | i | i | i | i
O=C(Oc1cccc2c(=O)[nH]ccc12)c1ccccc1 | / | i | / | / | i | i | / | / | / | i | i
Cc1ccc(C(=O)OCC(=O)NC2CCCC2)cc1 | i | i | i | i | i | i | i | i | i | i | i
COC(=O)CSc1nc2[nH]ncc2c(=O)[nH]1 | i | i | i | i | i | i | i | i | i | i | i
COCC(=O)OCC(=O)Nc1cc(C(C)(C)C)nn1-c1ccccc1 | i | i | i | i | i | i | i | i | i | i | i
O=C(/C=C/c1ccccc1)NC(NC(=S)Nc1cccc(Cl)c1)C(Cl)(Cl)Cl (configuration not stated) | i | i | i | i | i | i | i | i | i | i | i
Cc1cccc(N2CCN(S(=O)(=O)c3cccs3)CC2)c1C | i | i | i | i | i | i | i | i | i | i | i
CC1=C(C(N)=O)C(c2ccccn2)n2nc(-c3ccccc3Cl)nc2N1 (configuration not stated) | i | / | i | i | / | i | i | i | i | / | /
O=C(CN(Cc1ccco1)C(=O)CNS(=O)(=O)c1ccccc1)NCc1ccccc1 | i | i | i | i | i | i | i | i | i | i | i
Cc1cc(C)c(C(=O)COC(=O)c2cccc(S(=O)(=O)NCc3ccccc3)c2)cc1C | i | i | i | i | i | i | i | i | i | i | i
CCCCn1cnc2cc(NCc3cccc(OC)c3O)ccc21 | i | i | i | i | i | i | i | i | i | i | i
Cc1cccc(C(=O)OC(C)C(=O)NC2CCCc3ccccc32)c1O (configuration not stated) | i | i | i | i | i | i | i | i | i | i | i
Cc1ccccc1-c1nc(SCc2ccccn2)c2c(=O)n(C)c(=O)n(C)c2n1 | i | i | i | i | i | i | i | i | i | i | i
COc1ccc(NC2=C(C(C)=O)C(c3ccc(OC)c(OC)c3)C(C(C)=O)C(C)(O)C2)cc1 (configuration not stated) | i | i | i | i | i | i | i | i | i | i | i
CCCc1ccc(Oc2cc(C)nc(N3CCOCC3)n2)cc1 | i | i | i | i | i | i | i | i | i | i | i

Screening results: PubChem, Johns Hopkins Ion Channel Center
